Bioassay records (PubChem BioAssay)
Ecoli tolC: growth inhibitors of E. coli BW25113 tolC mutant; OD615; growth inhibition, % at 10 µM (by protocol); hit rate 2.2% among 65,000;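 active = growth inhibition at or above a cutoff equal to the mean over every tested compound plus 3 SD, cut at about 60% in these data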;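 also: growth measured after 20 h incubation at 37 °C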
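Material: E. coli BW25113 ΔtolC::kan, tolC deletion mutant strain. Measure: percent growth inhibition. Schedule: 37 °C, 20 h exposure. Doses: single-point testing at 10 µM. Signal: A615 absorbance measurement. Buffer or medium: kanamycin-containing LB broth (50 µg/mL).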
AP complement: orthogonal test for alternative complement pathway inhibitors; Human serum alternative complement pathway, LPS-coated ELISA, C3 deposition; tested in compound mixtures; inhibition, % at 5 µM; hit rate 0.08% among 62,000; AID 1235;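 active = inhibition above 30% in each of the two pooled mixtures holding the compound, so the lower value exceeds 30%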;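 also: 0% = serum in Mg-EGTA without compound and 100% = EDTA serum blank; some compounds past the cut are filed as inactive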
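Medium: diluted human serum in Mg2+-EGTA GVB++. Assay system: human serum complement alternative pathway, C3 deposition onto LPS. Also added: Plate-bound LPS. Technique: Anti-C3 ELISA, OD 450 nm. Measure: percent inhibition. Incubation: 1 h at 37 °C. Dosing: 5 µM each compound, pools of ten, 50 µM per pool.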
Hsp90 inh: displaces geldanamycin probe from tumor Hsp90 | P07900 | AID 429 | inhibition, % at 30 µM | hit rate 0.35% among 64,000 | NCI-N417 lysate Hsp90, Cy3B-geldanamycin FP displacement;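 active = inhibition above 50%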;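 also: 0% = tracer plus lysate wells and 100% = tracer alone without lysate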
CatB mix inh: human cathepsin B inhibition by mixtures; P07858; AID 488; hit rate 0.06% among 62,000; inhibition, %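 (ten-compound pools at 5 µM per compound and 50 µM total)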; Purified cathepsin B, AMC dipeptide fluorescence, compound mixtures; in the data active = inhibition above about 22%, passing the limit was not always enough;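 also: 0% = enzyme without compound and 100% = no enzyme blank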
D1 mod: allosteric modulators of human D1 dopamine receptor | HEK293 D1, CRE-luciferase, dopamine EC30 potentiation; actives deviate in either direction | B-score at 10 µM | hit rate 5.9% among 58,000 | AID 641;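 active = luminescence count or its row- and column-corrected plate score outside the 99.7% band of the plate's sample wells, on either side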
DUSP1 inh: blocks human MKP-1 phosphatase activity. recombinant MKP-1, OMFP hydrolysis fluorescence. hit rate 0.15% among 65,000. P28562. inhibition, %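 (compounds tested at a single concentration somewhere between 10 and 100 µM)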;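 active = inhibition above about 50%, limit read from the data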;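 also: 0% = DMSO max control wells and 100% = wells with enzyme stopped by NaOH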
Target sequence (P28562 whole entry, looked up): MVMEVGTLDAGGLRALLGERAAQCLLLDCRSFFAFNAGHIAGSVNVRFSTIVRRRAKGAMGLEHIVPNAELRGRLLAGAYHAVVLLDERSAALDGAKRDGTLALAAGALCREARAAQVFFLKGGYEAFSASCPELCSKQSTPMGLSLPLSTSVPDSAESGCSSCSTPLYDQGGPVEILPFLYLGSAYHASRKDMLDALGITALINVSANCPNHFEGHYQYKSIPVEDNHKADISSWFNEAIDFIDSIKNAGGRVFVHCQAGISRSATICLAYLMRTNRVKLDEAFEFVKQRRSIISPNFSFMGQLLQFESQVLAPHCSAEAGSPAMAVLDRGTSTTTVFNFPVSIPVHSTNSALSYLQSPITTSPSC
CatB inh: blocks human cathepsin B protease activity. purified cathepsin B, fluorogenic substrate, fluorescence. inhibition, %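 (tested at 10 µM)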. hit rate 0.1% among 63,000. P07858. AID 453; in the data active = inhibition above about 21%;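 also: 0% = enzyme with no compound and 100% = no enzyme blank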
Cdc25B inh: inhibitors of human Cdc25B phosphatase; P30305; recombinant Cdc25B, OMFP fluorescence Ex485/Em525; inhibition, %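 (compounds tested at 10 µM final in the well)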; hit rate 0.1% among 65,000; in the data active = inhibition above about 50%
Target sequence (P30305 whole entry, looked up): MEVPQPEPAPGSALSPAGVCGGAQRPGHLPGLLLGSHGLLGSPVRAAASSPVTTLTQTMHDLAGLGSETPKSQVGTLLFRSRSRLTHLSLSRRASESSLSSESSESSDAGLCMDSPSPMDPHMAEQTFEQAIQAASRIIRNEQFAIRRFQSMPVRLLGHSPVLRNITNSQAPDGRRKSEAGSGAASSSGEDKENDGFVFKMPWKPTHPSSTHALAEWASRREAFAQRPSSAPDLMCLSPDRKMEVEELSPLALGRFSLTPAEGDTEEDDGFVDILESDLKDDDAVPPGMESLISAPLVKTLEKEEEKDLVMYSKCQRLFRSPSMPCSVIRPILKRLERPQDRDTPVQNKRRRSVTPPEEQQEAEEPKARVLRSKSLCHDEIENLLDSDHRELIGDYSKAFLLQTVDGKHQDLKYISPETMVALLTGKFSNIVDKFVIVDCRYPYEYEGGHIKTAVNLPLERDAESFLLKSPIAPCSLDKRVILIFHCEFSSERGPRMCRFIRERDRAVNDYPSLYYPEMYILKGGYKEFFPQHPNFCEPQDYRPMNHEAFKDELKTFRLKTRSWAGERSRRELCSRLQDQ
Ec RNAP inh: inhibitors of Escherichia coli RNA polymerase | P0A8V2 | E. coli RNA polymerase, fluorescence transcription assay | inhibition, %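 (tested at 10 µM)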 | hit rate 0.2% among 62,000 | AID 559; in the data active = inhibition above about 20%;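 also: 0% = enzyme without compound and 100% = no enzyme blank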
* hit, by the source's call; / = no result given.

SMILES | Ecoli tolC | AP complement | Hsp90 inh | CatB mix inh | D1 mod | DUSP1 inh | CatB inh | Cdc25B inh | Ec RNAP inh
C(=N\n1cncn1)/c1ccc(N2CCOCC2)cc1 | -1 | 25 | 0 | 4 | 1.1 | 0 | 3 | -7 | 0
CCOC(=O)Nc1c(O)ccc2oc(C)c(-c3ccccc3)c12 | 9 | 13 | -2 | -2 | -0.41 | 2 | 1 | 3 | -8
Cc1ccc(-c2noc(C3CCN(C(=O)Nc4ccc(C#N)cc4)CC3)n2)o1 | -10 | 19 | -4 | 1 | -0.22 | -24 | 2 | -4 | -2
CCC(Sc1nc(C)cc(=O)[nH]1)C(=O)Nc1nc2c(s1)CCCC2 (stereo not drawn) | 45 | -8 | 2 | 3 | 0.031 | 4 | 8 | -12 | 8
C=CCn1c(C(C)NC(=O)COC)nc2ccccc21 (stereo not drawn) | 3 | 24 | 1 | 3 | 5.4* | 3 | 6 | 0 | 2
COCCCN(C(=O)Nc1ccccc1)C(C)c1ccncc1 (stereo not drawn) | -12 | 15 | -2 | 2 | 0.68 | -3 | 2 | 0 | 4
O=C(O)c1[nH]c2ccccc2c1NS(=O)(=O)Cc1ccccc1 | 3 | -4 | -4 | 2 | 0.18 | -25 | 4 | 2 | 10
Fc1ccc(C(c2nnnn2Cc2ccco2)N2CCN(C3CCCCC3)CC2)cc1 (stereo not drawn) | -12 | -3 | -1 | 18 | -0.2 | -8 | 9 | -1 | 0
O=C(CSc1nc2ncccc2[nH]1)Nc1ccc2c(c1)OCCO2 | 13 | 10 | -3 | -1 | 0.29 | -7 | 0 | -1 | 0
Cc1ccc2oc(-c3ccco3)nc2c1 | 0 | -14 | -3 | 5 | 0.39 | -21 | 3 | -5 | -5
CC(=O)c1cccc(NC(=O)CC2SC(N3CCCCC3)=NC2=O)c1 (stereo not drawn) | 2 | -7 | 2 | 1 | -1.3 | 18 | 10 | -10 | 10
Cn1c(=O)c2c(nc(N3CCOCC3)n2Cc2c(F)cccc2Cl)n(C)c1=O | -2 | -3 | -1 | -2 | 0.22 | -27 | 2 | 5 | 3
CCCn1c(SCC(=O)Nc2sc(C)c(C)c2C(=O)OC)nc2c1c(=O)n(C)c(=O)n2C | -41 | 13 | 3 | -4 | 0.56 | 29 | -1 | 2 | 4
Cn1c(=O)[nH]c(=O)c2c1ncn2CCN1CCOCC1 | -15 | 6 | -2 | 4 | 0.033 | -4 | 3 | 2 | 6
O=C(CCS(=O)(=O)Cc1ccccc1)N1CCN(Cc2ccccc2)CC1 | -8 | 13 | -1 | 5 | 0.07 | 1 | 6 | -7 | 4
CC12CCC(C(=O)NCc3ccccn3)(OC1=O)C2(C)C (stereo not drawn) | -9 | 1 | -7 | 5 | -0.045 | 9 | 5 | -6 | 4
COc1ccc(CN/C=C2\CCCCC2=O)cc1 | -12 | 9 | -6 | 3 | 0.049 | 12 | 6 | -5 | 10
CCOC(=O)CSc1nnc(CNC(=O)c2ccc(S(=O)(=O)N3CCCCC3)cc2)n1C | 4 | -1 | -1 | -5 | -0.11 | -10 | -3 | -6 | 5
O=C1CCCN1CCCNc1ncnc2c1[nH]c1ccccc12 | -27 | 11 | -7 | 0 | -0.02 | -37 | 5 | 6 | 5
CCOC(=O)C1CCN(C(=O)c2oc3ccc(S(=O)(=O)N4CC(C)CC(C)C4)cc3c2C)CC1 (stereo not drawn) | 48 | 10 | / | 4 | / | / | 3 | / | 8
Cc1cnc(NC(=O)CCCSc2nc3ccccc3s2)s1 | -3 | 14 | -9 | 3 | -0.86 | 36 | 2 | 3 | 6
CCOC(=O)CSc1nc2ccccc2c(=O)[nH]1 | -18 | 19 | -1 | 4 | / | -6 | 0 | -2 | 7
Nc1ccc2c(c1)ncn2CCCn1cnc2cc(N)ccc21 | -8 | / | 0 | / | 0.27 | 9 | / | -4 | /
O=C(O)CCSc1nc2ccccc2c(=O)[nH]1 | -21 | 16 | -7 | -1 | 0.39 | -14 | -4 | 5 | 3
CC1c2[nH]c3ccccc3c2CCN1C(=O)Nc1ccccc1 (stereo not drawn) | 44 | / | 4 | / | -0.49 | -3 | / | 0 | /
O=C(CSc1nnc(COc2ccc(F)cc2)o1)N1c2ccccc2CCc2ccccc21 | 31 | -9 | 2 | 6 | 4* | 4 | 7 | -20 | 4
COc1ccc(NC(C)=O)cc1NC(=O)CN1CCN(c2ccccn2)CC1 | -7 | -1 | -2 | -1 | 0.083 | -3 | 5 | -12 | -2
COc1ccccc1OCc1ccc(C(=O)NCCN(C)C)o1 | -26 | -2 | -1 | 4 | -0.32 | 0 | -4 | -4 | 3
CC(C)CCNC(=O)C(c1ccco1)N(Cc1cccs1)C(=O)Cn1nnc2ccccc21 (stereo not drawn) | 56 | 5 | 1 | 3 | 0.94 | 6 | -5 | -8 | 2
CCn1c(CNC(=O)C(C)(C)C)nc2ccccc21 | -16 | 5 | -2 | -2 | 0.41 | -5 | 2 | -34 | 10
c1coc(-c2nc(-c3ccncc3)no2)c1 | -4 | 5 | -3 | -4 | / | 4 | -1 | -4 | 1
COc1cccc(CNC(=O)CCn2c(=O)oc3ccccc32)c1 | 1 | 9 | -1 | 9 | 0.19 | -4 | 0 | -6 | 2
O=C(NC1CCCCC1)N1CCCc2ccccc21 | 3 | 3 | 1 | 3 | -0.72 | -7 | 7 | 0 | 6
CC(C)COc1ccc(-c2nnc(-c3ccncc3)o2)cc1 | 19 | 9 | 2 | -1 | / | 2 | -1 | -5 | 0
O=C(O)Cn1c2c(c3ccccc31)CCCC2 | -11 | 23 | -4 | 0 | -0.65 | 26 | 0 | -8 | -3
Cc1cc(NC(=O)CSc2nccn2-c2ccc(F)cc2)no1 | -4 | 8 | 0 | 3 | -0.79 | 4 | 3 | -10 | 8
COc1ccc(-n2nnnc2SCC(=O)NCc2ccco2)cc1OC | -27 | 7 | -4 | 1 | 0.25 | 21 | 0 | -3 | 10
O=C(COc1ccccc1)Nc1nnc(-c2ccc(Cl)s2)o1 | 96* | 10 | 0 | 5 | 0.0058 | 3 | -3 | 1 | 3
Cc1ccccc1CSCC(=O)NC(=O)NCc1ccco1 | 0 | 14 | -3 | 1 | 0.18 | -14 | 1 | 1 | -6
O=C(NC1CCCC1)C(c1ccsc1)N(Cc1ccco1)C(=O)Cc1cccs1 (stereo not drawn) | 13 | -3 | -3 | 4 | -0.012 | -15 | 2 | -6 | 9
O=C(Nc1ccon1)c1cc2c(s1)CCCCCC2 | 30 | 10 | -2 | 7 | -0.83 | -4 | -5 | -5 | 4
Cc1ccc(S(=O)(=O)N2CCN(Cc3ccccc3C(F)(F)F)CC2)cc1 | 50 | -10 | 2 | 13 | -0.061 | -3 | 2 | -12 | -4
CCn1c(SCC(=O)c2ccc(F)cc2)nnc1-c1ccoc1C | 6 | 9 | -1 | 3 | -0.9 | 0 | 2 | 9 | 4
COc1ccc(N(CC(=O)Nc2cc(OC)ccc2OC)S(=O)(=O)c2c(C)nn(C)c2C)cc1 | 11 | 9 | -3 | 0 | 8.7* | 17 | 0 | -16 | 8
CCCCN(CCCC)Cc1ccc(N)cc1 | -6 | 36 | 0 | 1 | -0.018 | -5 | -2 | -25 | 9
Cn1c(SCCN2CCCCC2)nnc1-c1ccccc1Br | -5 | 10 | 4 | 5 | 0.068 | 0 | 2 | 4 | 5
Cc1nc2ccc(N)cc2s1 | -21 | 29 | 3 | 7 | -0.12 | -4 | 1 | -9 | 4
CC1(C)CC2(CCO1)OC(=O)CC2C(=O)NCCc1ccccc1 (stereo not drawn) | -12 | 3 | -4 | 1 | -0.47 | 5 | -2 | -2 | 5
O=C(Nc1ncc(C(F)(F)F)cc1Cl)C1COc2ccccc2O1 (stereo not drawn) | 0 | -7 | -1 | 1 | 0.93 | 5 | -1 | -11 | 8
O=C(c1ccccc1)c1ccc(C(=O)N2CCN(c3ccc(F)cc3)CC2)o1 | 55 | 18 | -1 | -1 | -0.9 | 8 | 2 | -15 | -2
Nc1cc(N)cc(-c2nc3ccccc3[nH]2)c1 | 3 | 5 | 1 | -1 | -1.4 | 3 | 1 | 1 | -6
O=C(CN1CCC(n2nnc3cc(F)ccc32)CC1)NCCc1nc2ccccc2[nH]1 | -10 | -14 | -9 | 3 | -1.3 | 15 | 0 | -17 | 0
CCOC(=O)C1CCCN(C(=O)Cn2cccc2C(=O)c2ccccc2)C1 (stereo not drawn) | -4 | 1 | -1 | -3 | -0.07 | -17 | 3 | -1 | 3
COc1cc(NS(=O)(=O)c2ccc3c(c2)oc(=O)n3C)cc(OC)c1OC | 4 | 8 | -3 | -2 | -2.2 | 5 | 0 | 1 | 8
Cc1oc2c(c1C(=O)NCc1ccccc1)CCCC2 | 8 | 5 | 1 | 1 | / | 4 | -3 | -3 | 10
CCN(CC)c1nc(N(CC)CC)[nH]c(=O)n1 | 0 | 0 | -4 | 1 | 0.27 | -8 | 0 | 7 | 6
O=C(CCCOc1ccc(Cl)cc1Cl)NCCCO | 0 | -4 | 3 | 3 | -0.17 | -3 | -1 | -7 | 7
COC(=O)c1ccccc1NC(=O)c1cc(OC)cc(OC)c1 | 20 | 17 | 0 | 3 | -0.2 | -1 | 1 | -7 | 4
O=C(Cn1ncc2c(=O)oc3ccccc3c21)N1CCN(C(=O)c2ccco2)CC1 | -16 | 16 | 0 | 7 | -0.58 | 1 | -3 | 3 | 3
CCCC(C)n1[nH]c(=O)c2c(C)cc(C)nc21 (stereo not drawn) | -10 | 9 | 8 | 2 | 1.6 | 0 | 0 | 1 | 3

The final three records of the part before come first, to join the parts.
SMILES | Ecoli tolC | AP complement | Hsp90 inh | CatB mix inh | D1 mod | DUSP1 inh | CatB inh | Cdc25B inh | Ec RNAP inh
COC(=O)c1ccccc1NC(=O)c1cc(OC)cc(OC)c1 | 20 | 17 | 0 | 3 | -0.2 | -1 | 1 | -7 | 4
O=C(Cn1ncc2c(=O)oc3ccccc3c21)N1CCN(C(=O)c2ccco2)CC1 | -16 | 16 | 0 | 7 | -0.58 | 1 | -3 | 3 | 3
CCCC(C)n1[nH]c(=O)c2c(C)cc(C)nc21 (stereo not drawn) | -10 | 9 | 8 | 2 | 1.6 | 0 | 0 | 1 | 3
CC(=O)NCCn1c(SCc2cc(=O)n3cc(Cl)ccc3n2)nc2ccccc2c1=O | 0 | 12 | -2 | 5 | 3.7* | 30 | 3 | -1 | 3
CCN(CC(=O)NC)S(=O)(=O)c1ccc(Br)cc1 | -5 | 9 | -2 | -1 | 0.12 | 4 | 0 | -8 | 3
CS(=O)(=O)N1CCN(C(=O)c2cc3ccccc3oc2=O)CC1 | -9 | 14 | / | 4 | -0.24 | -5 | 2 | -5 | 4
COc1cc(CC(=O)Nc2ccc(S(=O)(=O)N(C)C)cc2)cc(OC)c1OC | -2 | 6 | -1 | 0 | 0.032 | 32 | 3 | -4 | 3
COc1ccc(-n2c(C)nc3cc(C(=O)N4CCOCC4)ccc32)cc1 | -18 | / | -1 | / | 0.024 | 6 | / | 6 | /
O=C1NC(Nc2nccs2)(C(F)(F)F)C(=O)N1CCc1ccccc1 (stereo not drawn) | 24 | -14 | -1 | -8 | 0.11 | 4 | 2 | -9 | -7
Cc1cccc2cc(CN(CCCO)C(=O)Nc3ccccc3Cl)c(=O)[nH]c12 | 1 | -6 | 0 | -7 | / | -6 | 7 | -4 | 6
Cc1c(C(=O)NCc2ccco2)oc2ccc(S(=O)(=O)N3CCC4(CC3)OCCO4)cc12 | 13 | 14 | / | 7 | / | / | 1 | / | 5
